MBD2 inh: inhibitors of human MBD2 binding to methylated oligonucleotide; TR-FRET; Q9UBB5; 370,000 tested, 0.31% active; inhibition, % at 4.4 µM; in the data active = inhibition above about 13%
UHRF1 MBD2 ctr: human UHRF1 methylated DNA binding inhibitors; Q96T88; UHRF1 binding to methylated oligo, TR-FRET; inhibition, % at 4.4 µM; 370,000 tested, 0.75% active; in the data active = inhibition above about 21%;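 also: UHRF1 SRA domain binding a hemimethylated CpG hairpin DNA probe; 0% = median of test compound wells and 100% = reference inhibitor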
TCR CD3 inh: human TCR-CD3 binding inhibition; TAMRA-labeled TCR probe fluorescence, biochemical; inhibition, % at 9.4 µM; 360,000 tested, 0.37% active; in the data active = inhibition above about 19%;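 also: recombinant mutant TCR 2C K166C tagged with TAMRA read by polarization; 0% = receptor in buffer alone and 100% = receptor with positive control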
rCAG RNA binder: r(CAG) repeat RNA binding | TO-PRO-1 dye displacement fluorescence | inhibition, % at 3 µM | 370,000 tested, 1.3% active | AID 651821;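 active = inhibition above the plate cutoff, the mean of all test compounds on that plate plus 3 SD, cut at about 35% in these data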;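 also: 0% = DMSO alone and 100% = 100 µM mitoxantrone as full dye displacement; higher means more dye released from RNA so lower well fluorescence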
GC-B act: GC-B (human) receptor activation; activation, % at 10 µM; HEK293-GC-B cells, CNP EC30, cGMP TR-FRET; 0% at EC30 CNP, 100% saturating CNP; 370,000 tested, 0.11% active; P20594;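 active = activation at 10 µM reaching about 35% in either raw or pattern-adjusted values, limit read from the data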
GC-A act: GC-A (human) enzyme activation | P16066 | HEK293 GC-A cells, cGMP TR-FRET, EC30 ANP; 0% at EC30 ANP, 100% saturating ANP | activation, % at 10 µM | 370,000 tested, 0.14% active; in the data active = activation above about 40%
HTRA1 inhibitor: HTRA1 (human) protease inhibition; recombinant HTRA1, FP-rhodamine activity-based probe, fluorescence polarization; Q92743; AID 504803; 340,000 tested, 0.5% active; inhibition, % at 5.96 µM; in the data active = inhibition above about 36%;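 also: 0% = enzyme with DMSO and 100% = wells lacking enzyme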
PRMT1 inh: inhibitors of human PRMT1; Q99873; recombinant PRMT1, activity-based probe fluorescence polarization; inhibition, % at 2.79 µM; 370,000 tested, 1.3% active; AID 652257;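 active = inhibition above about 21% made by adding two undisclosed values, limit read from the data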
Target sequence (Q99873 whole entry, looked up): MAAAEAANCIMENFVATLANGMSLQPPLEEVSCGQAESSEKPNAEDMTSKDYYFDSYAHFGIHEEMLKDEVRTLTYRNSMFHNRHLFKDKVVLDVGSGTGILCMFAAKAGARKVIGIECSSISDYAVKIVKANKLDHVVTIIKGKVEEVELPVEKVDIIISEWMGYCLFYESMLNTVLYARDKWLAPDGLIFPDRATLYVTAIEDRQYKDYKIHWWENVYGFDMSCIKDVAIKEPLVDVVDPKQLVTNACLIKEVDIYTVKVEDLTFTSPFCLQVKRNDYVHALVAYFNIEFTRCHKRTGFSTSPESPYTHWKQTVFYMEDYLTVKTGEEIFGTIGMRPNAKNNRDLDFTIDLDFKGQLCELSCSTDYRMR
ABHD4 inh: inhibits mouse alpha/beta hydrolase domain 4. 370,000 tested, 0.54% active. Q8VD66. inhibition, % at 8.92 µM. purified mABHD4, FP-Rh probe fluorescence polarization;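 active = inhibition exceeding the mean over every tested compound plus 3 SD, cut at about 30% in these data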;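 also: 0% = plate median of compound wells and 100% = S159A mutant with DMSO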
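Test system: mABHD4 protein | Buffer or medium: HEPES pH 7.0 buffer, 150 mM NaCl, 0.01% Pluronic F-127 | Probe or stimulus: FP-Rh fluorescent activity-based probe, added after compound pre-incubation | Timing: Pre-incubation 45 min, probe exposure 60 min, at 25 °C | Technique: Fluorescence polarization, excitation 525 nm, emission 598 nm, BODIPY TMR filters | Repeats: Single well per compound (singlicate)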
SIAE primary: inhibitors of human sialic acid acetylesterase SIAE | Q9HAT2 | SIAE FP-Rh probe binding, fluorescence polarization | inhibition, % at 9.66 µM | 370,000 tested, 0.69% active | AID 1053197;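 active = inhibition above a cutoff: mean of compounds within the control limits plus 3 SD of those, cut at about 17% in these data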;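 also: 0% = plate median of compound wells and 100% = probe without SIAE protein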
Target sequence (Q9HAT2 whole entry, looked up): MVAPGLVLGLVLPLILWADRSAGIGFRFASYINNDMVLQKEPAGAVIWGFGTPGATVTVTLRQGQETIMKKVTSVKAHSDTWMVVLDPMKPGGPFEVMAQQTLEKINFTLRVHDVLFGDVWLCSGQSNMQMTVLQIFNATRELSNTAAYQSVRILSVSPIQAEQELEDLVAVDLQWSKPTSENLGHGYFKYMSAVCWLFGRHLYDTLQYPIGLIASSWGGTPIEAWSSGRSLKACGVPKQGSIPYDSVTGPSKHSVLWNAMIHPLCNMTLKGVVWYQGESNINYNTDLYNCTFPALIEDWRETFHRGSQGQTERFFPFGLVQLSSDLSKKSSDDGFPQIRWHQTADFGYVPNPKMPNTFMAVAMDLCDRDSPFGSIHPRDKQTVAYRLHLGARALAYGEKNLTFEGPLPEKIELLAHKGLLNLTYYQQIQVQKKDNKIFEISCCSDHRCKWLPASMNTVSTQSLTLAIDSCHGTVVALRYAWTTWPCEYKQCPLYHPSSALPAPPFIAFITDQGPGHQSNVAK
The depositor's hits bear a star; / = no result given. Some of the compounds tested; count on the stated rates, not on these rows.

SMILES	MBD2 inh	UHRF1 MBD2 ctr	TCR CD3 inh	rCAG RNA binder	GC-B act	GC-A act	HTRA1 inhibitor	PRMT1 inh	ABHD4 inh	SIAE primary
COc1ccccc1N1C(=NC(=O)CCC2CCCC2)SC2CS(=O)(=O)CC21 (stereo unspecified)	2.2	-1.8	6.4	-0.5	-2.1	2.6	-3.1	-3.0	2.9	-4.7
CCOC(=O)c1c(NC(=O)COC(=O)c2ccccn2)sc2c1CCC2	-3.3	-1.8	5.2	5.1	-7.6	2.6	-3.8	-4.2	-2.7	0.0
NC(=O)C1CNc2ccccc2O1 (stereo unspecified)	-1.6	6.4	-2.7	-3.7	0.9	2.8	9.2	-0.5	-4.1	3.3
Nc1ccnn1-c1ccccc1	0.5	0.6	-1.9	-3.2	0.7	-2.0	5.1	-1.1	1.2	6.2
O=C1CC(c2ccccc2)CC(O)=C1C=NCCCO (stereo unspecified)	3.8	-2.0	7.4	1.9	-2.0	8.9	-1.3	-2.0	-5.2	-7.0
O=C(Nc1ccccc1)Oc1cccc(Br)c1	1.8	0.7	4.9	-1.4	10.1	3.3	4.8	5.1	2.7	-0.9
COc1ccccc1CC(Cc1nc2ccccc2[nH]1)c1nc2ccccc2[nH]1 (stereo unspecified)	-0.8	1.0	-3.3	7.6	-9.2	-20.7	-26.9	1.0	2.2	-5.2
CC(C)=NOc1nc(N(C)C)nc(N2CCOCC2)n1	-7.3	0.5	-10.7	0.2	3.4	0.4	/	-1.7	-1.6	-2.5
Brc1ccc([C@H]2CN3CCSC3=N2)cc1	0.5	0.0	-0.3	1.4	-7.5	1.9	-2.3	3.0	8.4	7.9
CCS(=O)(=O)N1Cc2ccccc2CC1C(=O)N(C)CC(=O)Nc1ccc(OC)cc1 (stereo unspecified)	0.7	1.1	-8.9	-0.6	4.3	-1.4	-1.7	0.8	-1.2	2.9
O=C(CCc1ccccc1O)NC1CCCc2ccccc21 (stereo unspecified)	-1.6	-1.0	-5.1	-1.9	-0.3	-0.8	5.6	-0.4	2.4	4.5
Cc1nc(SCC(=O)Nc2ccccc2C(F)(F)F)c2c(=O)n(C)c(=O)n(C)c2n1	6.8	4.2	-1.6	-2.2	1.8	3.0	2.2	-2.4	-2.2	-7.3
COc1cc(NC(=O)CN(C)S(=O)(=O)c2ccc3c(c2)CC(C)N3C(C)=O)cc(OC)c1 (stereo unspecified)	5.3	1.2	6.2	-2.6	-3.5	-5.1	2.6	0.2	-4.9	-0.9
Cn1ncc([N+](=O)[O-])c1C(=O)NC1CCCCC1	-1.3	-0.1	10.0	1.2	-0.9	-1.5	-7.0	-6.7	3.7	-4.6
COc1cccc2c1C1(O)C2CCCCCCCCCC12OCCCO2 (stereo unspecified)	1.6	8.3	0.1	-2.5	-0.1	2.2	-11.4	0.7	0.1	-2.4
COc1ccc(N2CCN(C(=O)CCCNC(=O)Cn3cnc4sc(C)c(C)c4c3=O)CC2)cc1	-0.2	1.4	4.4	-3.2	-3.0	-6.0	-2.9	-4.7	0.1	-2.0
CC(C)(C)c1ccc(C(=O)NN=C2CCCC2)cc1	0.4	1.8	5.2	-1.4	0.6	0.6	-3.5	4.2	8.3	-0.2
CCOC(=O)c1sc(NC(=O)c2ccco2)c(C#N)c1C	-1.9	-2.3	2.0	7.3	-3.3	-4.6	6.3	-1.9	3.9	1.4
CCN1C(=O)CSc2ccc(C(=O)NCc3ccccc3)cc21	0.0	-0.6	-2.3	-1.4	-6.8	2.9	0.8	-1.3	-5.0	4.6
C[C@@H]1CN([C@@H](C)CO)S(=O)(=O)c2ccc(Br)cc2O[C@@H]1CN(C)Cc1cccnc1	-6.2	-1.9	5.8	2.0	-1.8	1.9	3.1	-3.4	5.3	3.9
CCOC(=O)N1CCN(C(=O)CCN2C(=O)COc3ccc(C)cc32)CC1	2.6	2.8	2.2	-0.3	-3.5	-6.2	-2.5	-3.2	-7.3	-7.2
CSc1ccccc1C(=O)Nc1nc2ccccc2[nH]1	1.1	1.7	-2.6	-1.1	-5.1	2.7	0.2	1.2	1.7	9.0
O=C(NCCCN1CCOCC1)c1ccc(CNS(=O)(=O)c2ccc(Br)cc2)cc1	0.7	-3.3	-1.5	0.9	3.1	-1.8	7.4	-1.1	0.6	0.2
CCCNC(=S)N1CCC(C(=O)c2ccc3c(c2)OCCO3)CC1	-0.5	0.5	3.6	-1.3	-12.3	-1.3	-2.0	0.6	4.6	-1.2
CN(C)CCNC(=O)c1cccc(-c2cnc3c(NC=O)cc(-c4ccc(F)cc4)cn23)c1	-2.2	-0.1	-4.9	7.2	-6.8	-8.7	/	0.0	6.2	-8.0
Cc1ccccc1NS(=O)(=O)c1ccc(C(=O)N(C)CC(=O)Nc2ccccc2Br)cc1	1.6	-0.8	-0.2	7.2	4.4	1.0	-1.4	2.7	4.2	-6.3
CN1C[C@@H]2[C@@H]3C(=O)N(C)C(=O)[C@@H]3[C@](C)(C1=O)N2C(=O)c1ccc(C(C)(C)C)cc1	-3.0	2.5	5.3	-4.9	2.5	1.4	-8.0	-0.1	-1.8	2.6
COc1ccc(NC(=S)N2CCN(C/C=C/c3ccccc3)CC2)cc1OC	1.6	-3.0	-1.6	0.4	6.8	-1.8	4.7	-0.7	-5.4	2.5
COc1cc(OC)c(OC)cc1/C=C/C(=O)c1ccc(NS(=O)(=O)c2ccc(C)cc2)cc1	-3.9	0.7	-3.8	46.3*	-5.5	1.2	-19.3	-5.8	-33.4	6.5
CCC(CC)c1nc(C#N)c(NCc2ccccc2)o1	-9.1	-4.7	3.7	-1.7	-4.7	1.9	-4.9	-3.5	3.2	9.0
COc1ccc(CN(CCN2CCOCC2)C(=O)c2ccc(F)cc2F)cc1OC	-2.0	-0.9	/	0.9	-5.2	0.4	/	-3.4	-0.7	0.1
COc1cc(CO)ccc1Oc1nc2ccccc2n2cnnc12	0.4	-2.2	7.8	1.6	-1.6	3.1	8.5	-0.5	2.7	9.5
CC(C)Oc1ccc(Cn2c(-c3ccco3)n[nH]c2=S)cc1	13.0	-0.7	-1.3	7.7	-7.6	5.6	-0.7	14.2	-10.4	4.2
CCN(CC)C(=O)Cn1cc(S(=O)(=O)CC(=O)NCCc2ccc(OC)c(OC)c2)c2ccccc21	-4.8	-1.1	2.6	-6.9	3.7	1.4	0.3	0.7	-0.1	0.5
NC(=O)C1CCN(C(=O)c2cc(S(=O)(=O)N3CCOCC3)c(Cl)cc2Cl)CC1	-5.0	-0.1	2.0	-1.8	1.4	-5.3	6.8	0.5	-5.7	5.1
C=CCOC(=O)C1C(=O)CC(C)(O)C(C(=O)OCC=C)C1c1ccc(OCC)cc1 (stereo unspecified)	-0.4	-1.7	-7.5	-12.1	-3.2	-3.0	0.0	1.6	-5.4	0.9
O=S(=O)(c1cccc(Br)c1)N1CCN(S(=O)(=O)c2ccc3c(c2)OCCO3)CC1	0.8	1.7	11.5	1.2	-2.3	-1.0	0.5	-0.6	-2.5	-5.9
CCN(CC)S(=O)(=O)c1ccc(Cl)c(C(=O)Nc2cccnc2)c1	-1.0	-0.9	-8.9	-3.5	-1.2	-0.6	-6.4	-3.6	2.6	13.4
CC(NC(=O)COc1ccccc1)C(c1cccs1)N1CCCC1 (stereo unspecified)	10.2	5.2	-0.4	-7.1	0.7	-0.9	5.7	17.6	-7.5	-2.9
CCOc1ccccc1NC(=S)Nn1cnnc1	2.8	-1.3	2.0	0.8	1.5	3.3	8.7	-1.3	-4.0	2.7
O=C(c1ccc(Br)cc1)N1CCC(C(=O)N2CCN(Cc3ccccc3)CC2)CC1	2.3	1.7	-9.4	-8.9	-3.2	-0.6	0.1	2.0	-4.5	-6.3
COc1ccc(C)c(NC(=O)[C@@H]2CCCN2S(=O)(=O)c2cccc3cccnc23)c1	-1.3	-2.6	/	/	-5.7	0.6	/	3.4	2.4	-1.9
C/C(=N\NC(=O)c1cc2ccccc2cc1O)c1ccc2c(c1)OCO2	-1.6	0.0	0.9	29.3	-14.0	5.6	41.8*	-1.1	13.3	-10.2
O=C(Cc1ccc(NC(=O)C2CCCN(C(=O)c3ccccc3)C2)cc1)Nc1cccc(C(=O)N2CCCCC2)c1 (stereo unspecified)	-1.4	3.0	7.2	6.2	8.4	5.0	/	-4.2	1.8	-2.6
O=C(c1cn(-c2ccc(Cl)c(Cl)c2)nn1)C1CC1	-6.4	-2.2	7.9	0.2	-2.4	3.5	0.6	2.1	-0.1	3.6
Cc1c(C(=O)N2CCc3ccccc3C2)oc2ccc(S(=O)(=O)N3CCCCCC3)cc12	0.9	-1.7	-5.5	3.8	-1.2	0.0	-3.0	1.7	0.4	1.2
Cc1cc(CNC(=S)Nc2ccc(Br)cc2Cl)nn1C	-0.5	2.1	-1.1	-0.1	-4.9	-5.0	0.2	0.1	0.5	3.1
COc1ccc(CCNC(=O)c2ccc3c(c2)ncn3C2CCCCC2)cc1	3.0	-4.9	/	3.4	-6.9	0.6	/	-3.2	0.2	0.4

Entries of single compounds as entered above. Order of screens: MBD2 inh, UHRF1 MBD2 ctr, TCR CD3 inh, rCAG RNA binder, GC-B act, GC-A act, HTRA1 inhibitor, PRMT1 inh, ABHD4 inh, SIAE primary
Listed for `Cc1cc(CNC(=S)Nc2ccc(Br)cc2Cl)nn1C` : -0.5, 2.1, -1.1, -0.1, -4.9, -5.0, 0.2, 0.1, 0.5, 3.1
Listed for `Cc1c(C(=O)N2CCc3ccccc3C2)oc2ccc(S(=O)(=O)N3CCCCCC3)cc12` : 0.9, -1.7, -5.5, 3.8, -1.2, 0.0, -3.0, 1.7, 0.4, 1.2

Next records follow.
SMILES	MBD2 inh	UHRF1 MBD2 ctr	TCR CD3 inh	rCAG RNA binder	GC-B act	GC-A act	HTRA1 inhibitor	PRMT1 inh	ABHD4 inh	SIAE primary
O=C(O)c1cc([N+](=O)[O-])ccc1NCc1ccccc1Cl	-5.0	1.1	-1.9	33.6	-3.1	-1.5	-15.7	1.5	-2.9	6.1
CCC(C)[C@H](NC(=O)OC(C)(C)C)C(=O)NCC1CCC(C(=O)N[C@@H](Cc2ccccc2)C(=O)O)CC1 (stereo partly specified)	-1.1	3.0	-2.3	-2.7	3.2	-6.2	0.0	0.1	3.1	-0.7
N#Cc1c(Nc2ccccc2)[n+]([O-])c2ccc(Cl)cc2[n+]1[O-]	-19.6	-11.3	-2.7	4.4	-2.1	-2.4	20.0	2.9	18.5	15.1
Cc1ccc2oc(-c3ccc(NC(=O)CC(C)C)cc3)nc2c1	-2.1	0.1	-0.2	1.8	1.7	3.1	-3.4	-2.7	1.0	-1.0
Cc1ccc(S(=O)(=O)N2CCN(C(=O)CCC(=O)NCc3cccc(C(F)(F)F)c3)CC2)cc1	0.2	-3.1	10.8	-6.5	-2.6	1.6	-1.7	2.8	-3.0	-4.1
CCC1CCCCN1C(=O)/C=C/c1ccc2c(c1)OCO2 (stereo unspecified)	-0.5	-0.1	-8.0	-7.5	3.3	1.5	5.7	5.9	0.1	-5.3
COc1cccc(/C=N/NC(=O)CNC(=O)c2ccc(S(=O)(=O)N3CCCC3)cc2)c1OC	3.5	-0.8	4.5	-3.4	-1.2	-1.5	0.4	-0.4	-2.4	3.4
O=C(CSc1nnc(-c2ccncc2)o1)Nc1cc(Cl)ccc1C(=O)O	0.3	1.7	-5.7	4.3	3.3	-1.2	-1.8	4.0	10.3	-1.3
c1ccc2c(OCCCCN3CCCC3)cccc2c1	-1.1	0.1	-8.1	3.7	-6.7	-2.0	-4.4	-3.4	8.1	1.0
